Compound activity: PubChem BioAssay, Sanford-Burnham Center for Chemical Genomics
TAG inh: reduces triacylglycerol accumulation in H9c2 cells. Nile Red lipid (TAG) fluorescence; cells loaded with 200 µM oleic acid. inhibition, % at 12.5 µM. hit rate 0.66% among 230,000. AID 651582;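 active = pattern-corrected inhibition of lipid staining of at least 50% with the nuclear-stain viability signal not falling by more than 50%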;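 note: 0% = DMSO wells and 100% = triacsin C control wells; some results filed as inactive read as strong as hits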
TAG inh DAPI viability: further read-out of TAG inh, marked with its call; DAPI nuclei signal change (viability), lower = more cytotoxic, %;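 whole-well DAPI fluorescence read on a plate reader as a viability signal; minus 50 percent equals half of cells still viable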
Active calls of the source: *. A portion of the library (hit frequency here may not be typical).

SMILES | TAG inh | TAG inh DAPI viability
CC(C)C[C@@H](CN)NC(=O)c1nc[nH]c1C(=O)N[C@@H](C)C(=O)CNC[C@H](CC(C)C)NC(=O)c1nc[nH]c1C(=O)N[C@@H](CC(=O)O)C(=O)O | 2 | 7
O=C(CC1C(=O)NCCN1Cc1cccc(F)c1)NC1CCCCCC1 (stereo not given) | 8 | -2
OCCN(CCO)c1nc(-c2ccccc2)nc2c1oc1ccccc12 | 21 | -10
COc1ccccc1OCC(=O)Nc1ccc(N2CCCCC2)cc1 | 11 | 11
Cc1[nH]ccc2cc3nc4ccccc4c3cc12 | 34 | 10
Cc1cc2c(C)nc3ccccc3c2o1 | -3 | -1
CCCC(c1nnnn1Cc1cccs1)N1CCN(C)CC1 (stereo not given) | 2 | 0
O=C(COc1ccc(Br)cc1)NN1C(=O)c2ccccc2C1=O | 3 | -8
CCn1c(SCC(=O)Nc2ccc(N(C)C)cc2)nnc1-c1cccc(C)c1 | 1 | 3
CCOc1ccc(C(c2c(NC(=O)c3ccco3)sc(C)c2C)N2CCOCC2)cc1 (stereo not given) | 10 | -3
CCn1c(SCC(=O)c2ccccc2)nc2ccccc2c1=O | -34 | -2
Fc1cc2[nH]c(=S)[nH]c2cc1Cl | 6 | 0
Cc1ccc([C@@H]2[C@@H]3C(=O)N(c4ccccc4)C(=O)[C@@H]3[C@]3(C)C(=O)N(Cc4ccc(-c5ccccc5)cc4)CC(=O)N23)o1 | 3 | 2
COC(=O)[C@@H]1C[C@@]2(O)[C@H](O)[C@H](O)[C@H](O)C[C@H]2N1Cc1cc(F)ccc1F | 6 | 0
CNC(=S)NNC(=O)c1sccc1OCc1cccc(C(F)(F)F)c1 | 2 | -12

In a second layout: two of the compounds above.
Results follow in this order: TAG inh, TAG inh DAPI viability
> Cc1ccc([C@@H]2[C@@H]3C(=O)N(c4ccccc4)C(=O)[C@@H]3[C@]3(C)C(=O)N(Cc4ccc(-c5ccccc5)cc4)CC(=O)N23)o1
    3, 2
> COC(=O)[C@@H]1C[C@@]2(O)[C@H](O)[C@H](O)[C@H](O)C[C@H]2N1Cc1cc(F)ccc1F
    6, 0

The list goes on.
SMILES | TAG inh | TAG inh DAPI viability
Cc1ccc(N(CC(=O)NCc2ccc(F)cc2)C(=O)c2csnn2)cc1C | -10 | 13
CC(C)(C)CC(C)(C)NC(=S)N1CCN(Cc2ccc3c(c2)OCO3)CC1 | 11 | 2
COc1ccc(C(=O)Nc2ccc(Br)cc2F)cc1S(=O)(=O)N1CCCC1 | -13 | 1
O=S1(=O)N[C@@H](CC2=CCCCC2)C2CCCCC2O1 (stereo not given in full) | -21 | -4
O=C(c1cc(-c2ccco2)nn1-c1cccc(Cl)c1)N1CCCCC1 | 5 | -14
O=C(C1CC(=O)N(C2CCCC2)C1)N1CCN(c2ccccc2)CC1 (stereo not given) | 6 | -3
CC(C)CC(=O)N/C(N)=N/c1nc2ccccc2s1 | -4 | -3
CC(C)(C)Cc1nnc(NS(=O)(=O)c2ccc([N+](=O)[O-])cc2)s1 | 12 | -6
CCN(Cc1nc2ccccc2c(=O)[nH]1)Cc1nc2ccsc2c(=O)[nH]1 | 22 | -5
Nc1nc(NCc2ccco2)nc(NC2CCCCC2)c1[N+](=O)[O-] | 5 | -1
C[C@@H]1O[C@@H](O[C@H]2[C@H](O)[C@@H](O)[C@H](Oc3c(-c4ccc(O)c(O)c4)oc4cc(O)cc(O)c4c3=O)O[C@@H]2CO)[C@H](O)[C@H](O)[C@H]1O | -23 | 3
COc1ccc(NS(=O)(=O)c2cccc(-c3n[nH]c(=S)n3Cc3ccccc3)c2)cc1 | 10 | -10
Cc1ccc(CNC(=O)CCS(=O)(=O)c2ccc(Br)s2)cc1 | 7 | -6
N#CC(Cc1cccc(CC(C#N)(c2ccccc2)c2ccccc2)c1)(c1ccccc1)c1ccccc1 | -25 | 32
COc1ccc(NC(=O)COC(=O)c2ccc(S(=O)(=O)N(C)c3ccccc3OC)cc2)cc1OC | 2 | 2

Gathered by group, those above containing an aryl thioether with sulfur outside any ring
SMILES | TAG inh | TAG inh DAPI viability
CCn1c(SCC(=O)Nc2ccc(N(C)C)cc2)nnc1-c1cccc(C)c1 | 1 | 3
CCn1c(SCC(=O)c2ccccc2)nc2ccccc2c1=O | -34 | -2

New compounds follow.
SMILES | TAG inh | TAG inh DAPI viability
CCC(C)c1ccc(OCC(=O)Nc2ccc3c(c2)C(=O)NC3=O)cc1 (stereo not given) | 16 | -8
COc1ccc(CCNC(=O)CC2C(=O)NCCN2CC(C)(C)C)cc1 (stereo not given) | 8 | 5
CC(=O)N1c2ccccc2C(C)=CC1(C)C | 2 | 4
Cc1ccc2oc(C(=O)N3CCC(O)(c4cccc(C(F)(F)F)c4)CC3)c(C)c2c1 | -2 | 0
O=C(COc1cccc2cccnc12)N/N=C1\SCC(=O)N1Cc1ccccc1 | -6 | -8
O=S(=O)(c1ccccc1)c1nc(NCc2cccnc2)sc1Cl | -11 | 2
CNC[C@@H]1Oc2c(NC(=O)Nc3ccccc3)cccc2C(=O)N([C@@H](C)CO)C[C@H]1C | -4 | -3
CC(C)N(Cc1ccccc1)C(=S)Nc1ccccc1F | -16 | 3
CC(=O)Nc1cc2cc(NS(=O)(=O)c3ccc(C)cc3)ccc2oc1=O | 14 | 0
Cc1cc(C)cc(CC2CC(=O)N(c3ccc([N+](=O)[O-])cc3)C2=O)c1 (stereo not given) | -3 | 4
Cc1ccc(-c2cnco2)cc1 | 5 | -3
COc1cccc(-n2c(SCc3c(C)noc3C)nnc2-c2cccc(S(=O)(=O)N(C)C)c2)c1 | -15 | 0
O=C1CN(C(=O)CSc2nc3ccccc3c(=O)n2CC2CCCO2)c2ccccc2N1 (stereo not given) | -7 | -2
CCOC(=O)[C@@H]1[C@H]2COc3ccc(Br)cc3[C@@H]2N2C(=O)N(c3ccc(F)cc3)C(=O)[C@@]12C | 22 | -1
CCCC(NCC(=O)Nc1ccccc1C(=O)NC1CC1)c1ccccc1 (stereo not given) | 16 | -12
Oc1ccccc1/C=N/[n+]1ccccc1 | 3 | -1
O=C(COC(=O)c1n[nH]c(=O)c2ccccc12)Nc1cccc(S(=O)(=O)N2CCOCC2)c1 | 13 | -3
COc1ccc(-c2nn(CC(=O)N(C)C)c(=O)c3ccccc23)cc1 | -10 | -5
COc1cc([N+](=O)[O-])ccc1NC(=O)Cc1ccccc1 | 7 | -7
COc1ccc(CCNC(=O)COC(=O)CNS(=O)(=O)c2ccc(SC)c([N+](=O)[O-])c2)cc1 | -16 | 5
NS(=O)(=O)c1ccc(CCNC(=O)c2cc(-c3ccc(Br)cc3)nc3ccccc23)cc1 | 14 | -1
CCOC(=O)c1c(NC(=O)COc2ccccc2C#N)sc2c1CC(C)(C)NC2(C)C | 48 | -4
COc1cc(N2C(=O)c3ccccc3C2=O)c(Cl)cc1C(=O)OCC(=O)N1CCOCC1 | 21 | -5
COc1ccc(C2=NOC(C(=O)NCc3ccccn3)C2)cc1OC (stereo not given) | -14 | 0
COc1cc(OC)c(/C=C2\SC(=O)N(CC(=O)Nc3ccccc3F)C2=O)c(OC)c1 | 7 | 3
Cc1cc2cc(CNS(=O)(=O)N(C)C)ccc2[nH]1 | -3 | 7
CCOC(=O)c1c(NC(=O)Nc2ccc(C)cc2)sc2c1CCN(C)C2 | 2 | 13
COc1ccc(NC(=O)CC2SC(N3CCCC3)=NC2=O)cc1Cl (stereo not given) | 7 | -2
Cc1ccc(N=Cc2sc(O)c3ccccc23)cc1 | -17 | 4
OCC[C@@H]1C[C@H](O)[C@@H](O)[C@@]2(Cc3ccccc3CCO2)O1 | 2 | 1
O=C(CSc1nnc(-c2ccncc2)n1-c1ccccc1)N1CCN(c2ccc(Cl)cc2)CC1 | -13 | 12
O=C(Nc1cnc2ccccc2c1)c1ccncc1 | 3 | 3
COc1ccccc1N1CCN(C(=O)c2c(C)noc2C)CC1 | 1 | -3
O=C(COC(=O)c1ccccc1O)NC(=O)c1ccc(OC(F)F)cc1 | -5 | -6
Cc1cccc(C)c1NC(=O)Nc1nnc([C@@H]2C[C@H](O)[C@@H](CO)O2)s1 | -1 | -3
CC1CCCN(C2=C(NS(=O)(=O)c3ccc(Cl)cc3)C(=O)c3ccccc3C2=O)C1 (stereo not given) | 48 | 7
CCOc1cc(CO)cc(Br)c1OCC(=O)O | -9 | 5
CC1CCN(c2ccc(NC(=O)c3cccnc3)cc2)CC1 | -1 | -14
c1csc(C2CCCN2c2nc3nonc3nc2NC2CC2)n1 (stereo not given) | -6 | 1
CC(C)c1ccc(S(=O)(=O)N2CCC(C(=O)NCc3ccco3)CC2)cc1 | -22 | 0
O=C(COc1ccc(C2SCCS2)cc1)Nc1ccc(Cl)cc1 | -5 | 0
COc1ccc(CN(C)C(=O)c2ccc(OCC(=O)N3CCOCC3)c(OC)c2)cc1 | 16 | -3
O=S(=O)(CCS(=O)(=O)c1ccccc1)c1ccccc1 | 5 | 5
COc1ccc(S(N)(=O)=O)cc1C(=O)OCC(=O)N1CCCC(C)C1 (stereo not given) | -4 | -7
CC(=O)Nc1ccc2nc(CN3CCN(Cc4ccc(F)cc4)C(CCO)C3)ccc2c1 (stereo not given) | 2 | 2

Another view of some results above:
Compound	TAG inh	TAG inh DAPI viability
Cc1cccc(C)c1NC(=O)Nc1nnc([C@@H]2C[C@H](O)[C@@H](CO)O2)s1	-1	-3
CC1CCCN(C2=C(NS(=O)(=O)c3ccc(Cl)cc3)C(=O)c3ccccc3C2=O)C1 (stereo not given)	48	7
CCOc1cc(CO)cc(Br)c1OCC(=O)O	-9	5
CC1CCN(c2ccc(NC(=O)c3cccnc3)cc2)CC1	-1	-14
c1csc(C2CCCN2c2nc3nonc3nc2NC2CC2)n1 (stereo not given)	-6	1
CC(C)c1ccc(S(=O)(=O)N2CCC(C(=O)NCc3ccco3)CC2)cc1	-22	0
O=C(COc1ccc(C2SCCS2)cc1)Nc1ccc(Cl)cc1	-5	0

Further records
SMILES | TAG inh | TAG inh DAPI viability
O=C(NC1CCSc2ccccc21)c1ccc(F)cc1 (stereo not given) | 0 | -16
CCOC(=O)N1CCN(CC(O)c2ccccc2)CC1 (stereo not given) | 6 | 1
CCc1cc(C)cc(OCCOc2ccccc2/C=N/NC(C)=O)c1 | 3 | -7
CCN(CC)CCOc1ccc(C=NNc2nc3c([nH]2)c(=O)n(C)c(=O)n3C)cc1 | 4 | 2
Cc1cc(Br)ccc1SCC(=O)NCC(c1ccco1)N1CCCCC1 (stereo not given) | -15 | 9
O=C(Nc1cccc(S(=O)(=O)N2CCCCC2)c1)c1cc2ccccc2o1 | -13 | 6
Cc1nc(C(F)(F)F)ccc1C(=O)N1CCC1(C)C(=O)NS(=O)(=O)c1ccc2ccccc2c1 (stereo not given) | -4 | -2
CN(C(=O)C1CCN(S(=O)(=O)c2ccccc2[N+](=O)[O-])CC1)C1CCCCC1 | 7 | -12
Cc1cccc(NC(=O)CSc2nc3c([nH]c4ccccc43)c(=O)n2C)c1 | 6 | -5
CCOc1cccc(-c2nnc3n2N=C(c2cc(OC)ccc2OC)CS3)c1 | 12 | -9
CCOC(=O)C1CCCN(c2c(NCCN3CCCCC3C)c(=O)c2=O)C1 (stereo not given) | 7 | -1
O=C(c1nc(-c2ccccc2)n(-c2ccccc2)n1)N1CCN(S(=O)(=O)c2ccccc2)CC1 | 2 | -7
O=C(O)C1CCC(NSc2ccccc2[N+](=O)[O-])CC1 (stereo not given) | 1 | -8
COC(=O)c1oc2ccc(Cl)cc2c1NC(C)=O | -2 | 1
CCOc1ccccc1NC(=O)Cn1nnc(C(=O)Nc2ccccc2Cl)c1N | 21 | -14

Looked up by compound from above:
SMILES | TAG inh | TAG inh DAPI viability
Nc1nc(NCc2ccco2)nc(NC2CCCCC2)c1[N+](=O)[O-] | 5 | -1
CCn1c(SCC(=O)c2ccccc2)nc2ccccc2c1=O | -34 | -2
C[C@@H]1O[C@@H](O[C@H]2[C@H](O)[C@@H](O)[C@H](Oc3c(-c4ccc(O)c(O)c4)oc4cc(O)cc(O)c4c3=O)O[C@@H]2CO)[C@H](O)[C@H](O)[C@H]1O | -23 | 3
CC(C)c1ccc(S(=O)(=O)N2CCC(C(=O)NCc3ccco3)CC2)cc1 | -22 | 0

(cont.)
SMILES | TAG inh | TAG inh DAPI viability
COc1ccc(CN2CN(C3CCCC3)CSC2=S)cc1 | -6 | 85
CCOc1ccc(/C(CCC(=O)O)=N/NC(=O)c2cccc(S(=O)(=O)Nc3ccccc3OC)c2)cc1 | -13 | 2
O=[N+]([O-])c1cc([N+](=O)[O-])c2c(=Nc3ccccc3)n(-c3ccccc3)n(O)c2c1 | 26 | -17
CCSc1ccc2nnc(-c3cccs3)n2n1 | 17 | -21
Cc1ncc(C[n+]2csc(C)c2C)c(N)n1 | 1 | -1
Cn1cnnc1SCC(=O)NNC(=O)COc1ccc(Br)cc1 | 12 | 1
Cc1ccccc1NS(=O)(=O)c1ccc(C(=O)NCC(C)(C)N2CCOCC2)cc1 | -18 | -2
CN1/C(=C/C=C(/C#N)C(N)=O)C(C)(C)c2ccccc21 | 29 | -12
CN(CC(=O)Nc1cccc(F)c1)C(=O)CSc1ccccc1 | -13 | 2
CCC(CC)CN1CCN=C1Nc1ccccc1 | 3 | -1
CCOC(=O)C1(C)CCN1C(=O)c1ccc(SC(F)(F)F)cc1 (stereo not given) | -23 | -6
CC1=NN(/C(=N\c2nnc(C)s2)Nc2ccccc2)[C@H](c2cccc3ccccc23)S1 | -12 | 18
Cc1cccc(NC(=O)Cc2nc(-c3c[nH]c(C(=O)N4CCCC4)c3)cs2)c1 | -3 | 6
CCN1CCN(c2ccc(NC(=O)COc3ccc(Cl)cc3C)cc2)CC1 | -7 | 17
